Assay outcomes from PubChem.
Insulin prom up: MIN6 insulin promoter up-regulation; AID 1625; z-score at 5 µM; MIN6 insulin promoter-GFP reporter, high-content imaging; active compounds read high; actives 0.3% (n = 190,000);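 active means z-score above 3 at 5 µM with at least 500 cells counted in the well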
Salmonella PhoP GFP: inhibitors of PhoP regulon expression, primary screen, Salmonella Typhimurium, GFP reporter (AID 1863); S. Typhimurium PhoP-regulated promoter GFP reporter, 4 h; higher % means a stronger effect; inhibition, % at 50 µM, or IC50 in µM where a hit was titrated; actives 0.16% (n = 300,000);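 active means inhibition over 29.93%, a cutoff 3 SD above the screen mean, later confirmed by dose response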;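 further: 0% = low Mg2+ inducing control and 100% = high Mg2+ repressing control; strong numbers were not always called active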
Hep lipid drop: hepatic lipid droplet formation modulation; actives 0.4% (n = 240,000); inhibition, % at 6.5 µM; AML12 mouse hepatocytes, oleate lipid droplets, BODIPY imaging;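 active means lipid droplet intensity inhibited by at least 50%, with more than 500 cells counted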
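material = mouse AML12 hepatocyte cell line, fixed after treatment | also added = 100 µM oleic acid challenge | doses = compound at 6.5 µM only | schedule = overnight exposure | technique = Image-based BODIPY and DAPI two-channel analysis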
CSM14.1 death rescue: protection against thapsigargin-triggered cell killing – 384-well, CSM14.1, ATP luminescence, primary screen (AID 1222); CSM14.1 thapsigargin-induced death rescue, ATP luminescence; higher % means a stronger effect; cellular ATP content (survival), % at 20 µM; hits with a dose series show EC50 in µM; 190,000 tested, under 10 active;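 active means EC50 below 50 µM in the dose-response confirmation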;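 further: death triggered by thapsigargin at about 15 µM added after 2 h compound pretreatment; cell ATP read after overnight thapsigargin exposure of roughly 18 to 22 hours; normalized against plate controls of thapsigargin alone and 5% DMSO vehicle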
Autophagy HCS: alters autophagy in cells. MEF GFP-LC3 puncta imaging; test concentration mostly 10 µM. calls only at 10 µM (by protocol). actives 0.98% (n = 190,000). AID 463193;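 active means percentage of spot-positive cells more than 3 SD above its plate mean, without a fluorescence outlier flag or 80% toxicity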;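 further: spot-positive cell cutoff set from DMSO-treated cells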
Dynein cargo inh: dynein cargo transport inhibition | 3617.4 mouse cells, GR-EGFP nuclear translocation imaging; test concentration mostly 20 µM; stimulated with dexamethasone, 1 µM; active compounds read low | actives 0.47% (n = 220,000) | AID 1381 | z-score, hits read low;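 active means plate z-score of nuclear minus cytoplasmic receptor signal below a set negative limit, without overly bright fluorescence or cell loss, cut at about -3.5 in these data, passing the limit was not always enough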;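 further: z-score of nuclear minus cytoplasmic ring GR-EGFP intensity difference per well; some compounds called inactive have numbers as strong as hits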
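Buffer or medium: Induction medium lacking tetracycline, stripped serum | Also added: Dexamethasone agonist, 1.0 µM final, for 30 min | Timing: 48 h induction, 1 h compound, 30 min dex at 37 °C | Detection: Formaldehyde fixation, Hoechst nuclear stain, 10x automated fluorescence imaging | Measure: Nuclear versus cytoplasmic GR-EGFP signal, averaged per well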
bCat nuc transl: beta-catenin nuclear translocation modulation | nuclear translocation activity, % at 5 µM | HeLa beta-catenin nuclear translocation, immunofluorescence imaging | actives 0.3% (n = 190,000);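 active means nuclear translocation activity above 50% at 5 µM, with a well cell count of 50 or more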;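 further: per-cell ratio of nuclear to cytoplasmic median beta-catenin stain intensity; plate controls were DMSO negative control for no effect and GSK-3 inhibitor IX positive control for full effect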
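Test system: human HeLa cell line; Doses: 5 µM primary, 0.02–20 µM confirmation; Incubation: 24 h compound exposure, 37°C; Detection: beta-catenin immunofluorescence imaging with DAPI; Read-out: beta-catenin nuclear/cytoplasmic ratio, % activation.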
T cell HTS: modulates CD8 T cell binding to vesicles. 2C CD8+ T cell-vesicle binding, flow cytometry; active compounds read low. calls only at 7 µM. actives 0.068% (n = 330,000). AID 2052;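 active means response, share of CD8 T cells binding vesicles, and their 90th percentile fluorescence all below set limits, cut at about 80% in these data, passing the limit was not always enough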
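Assay system – 2C mouse CD8+ T cells · Also added – QL9-loaded Drosophila micro-vesicles · Timing – Cell–vesicle co-incubation 1.5 h at 37 °C, staining 20 min on ice · Signal – flow cytometry of vesicle-bound cells · Measure – percent CD8+ FL2 mean versus row control · Controls – Peptide-free naked vesicles (low) and QL9 vesicles with 0.7% DMSO vehicle (high)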
MT stabilize HCS: microtubule stabilizers in HeLa cells. actives 0.83% (n = 200,000). % tubulin-high responders, % at 10 µM. HeLa tubulin immunostaining HCS, 24 h; share of cells brighter than vehicle mean+2SD;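 active means plate Z-score above 3 for both tubulin-high and condensed-nucleus cell shares, with cell loss under 80%, at 10 µM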;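 further: anti alpha tubulin signal scored within the nucleus-defined area of each cell; some results filed as inactive read as strong as hits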
Dynein cargo inh cytoplasmic EGFP: further read-out of Dynein cargo inh, marked with its call; z-score; measured here: cytoplasmic GR-EGFP intensity; active compounds read high
Dynein cargo inh nuclear GR-EGFP: also measured in Dynein cargo inh; calls as there; z-score; measured here: nuclear GR-EGFP intensity;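 lower value marks the stronger effect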
Dynein cargo inh cell count: further read-out of Dynein cargo inh, marked with its call; z-score; measured here: cell count per field
Insulin prom up cell count: also measured in Insulin prom up; calls as there; cell count; measured here: cytotoxicity, nuclei count;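 total cells summed across four imaged fields per well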
Hep lipid drop cells 6.5 µM: also measured in Hep lipid drop; calls as there; cell count; measured here: cell count, cytotoxicity flag;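 cells counted across two imaged fields per well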
bCat nuc transl cell count 5 µM: further read-out of bCat nuc transl, marked with its call; cell count; measured here: cell count, cytotoxicity flag
T cell HTS vesicle-bound %: also measured in T cell HTS; calls as there; double positive events, %; measured here: CD8+ vesicle-bound cell fraction;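 binding gate set so that unloaded-vesicle control wells show 10% double positive cells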
MT stabilize HCS Hoechst-high %: also measured in MT stabilize HCS; calls as there; % Hoechst-high responders; measured here: nuclear condensation Hoechst responders;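 share of cells brighter than vehicle mean plus two SD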
MT stabilize HCS cytotoxicity %: second read-out of MT stabilize HCS, no call of its own (marks repeat the call); toxicity, %; measured here: cytotoxicity by cell density;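 0% = mean cell density of plate MIN control wells and 100% = no cells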
Autophagy HCS cell loss 18 h: also measured in Autophagy HCS; calls as there; toxicity, %; measured here: cell loss, nuclei count;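 cell loss after 18 h compound exposure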
* hit, by the source's call; i = inactive; · = no result given; & = joins results of further samples.

SMILES	Insulin prom up	Insulin prom up cell count	Salmonella PhoP GFP	Hep lipid drop	Hep lipid drop cells 6.5 µM	CSM14.1 death rescue	Autophagy HCS	Autophagy HCS cell loss 18 h	Dynein cargo inh	Dynein cargo inh cytoplasmic EGFP	Dynein cargo inh nuclear GR-EGFP	Dynein cargo inh cell count	bCat nuc transl	bCat nuc transl cell count 5 µM	T cell HTS	T cell HTS vesicle-bound %	MT stabilize HCS	MT stabilize HCS Hoechst-high %	MT stabilize HCS cytotoxicity %
Cc1ccc(S(=O)(=O)N2CCCC(C(=O)Nc3ccc(NC(=O)c4ccccn4)cc3)C2)cc1 (stereo unspecified)	-0.16	1403	1%	18	713	-0.2%	i	13	0.37	0.066	0.88	-2.3	-1.5	1177	i	36	4.9	3.7	8.9
O=C1c2ccccc2C(=O)N1CSc1nnc(Nc2ccccc2F)s1	0.2	1507	-21%	0	677	-1.0%	i	5	-0.63	-0.27	-0.52	0.34	0.0	1022	i	46	4.0	2.7	7.5
CSc1sc(C(=O)Nc2ccc(F)cc2F)c2c1C=CCC2	-0.25	1057	1%	-1	675	·	·	·	0.91	-0.18	1	-1.2	-0.9	1305	i	33	·	·	·
N#CNC1=NCN(Cc2ccccc2)CN1	0.94	1200	6%	·	·	-0.1%	i	19	-0.89	-0.2	-0.61	1.2	-2.8	999	i	36	3.0	2.3	9.6
COc1ccc(N(CCC#N)S(=O)(=O)c2ccc(Cl)cc2)cc1	-1	638	6%	-2	745	-1.4%	i	1	-1.2	-0.054	-0.64	1	-6.1	1205	i	29	1.3	1.7	6.0
O=C(Cc1cccs1)NCc1ccccc1	-0.26	1110	2%	·	·	-1.5%	i	-8	0.13	-0.18	0.51	0.38	-0.3	1104	i	9	3.1	2.5	6.0
CCC(C)OC(=O)c1cc(C)nc2c(Br)cc(Br)cc12 (stereo unspecified)	-0.63	975	3%	-10	753	-0.6%	i	6	0.22	-0.24	0.33	-0.74	-0.2	1209	i	27	1.9	1.4	6.9
CCCCCC(=O)OC(CN1CCCCC1)CN1CCCC1=O (stereo unspecified)	1.7	1277	2%	·	·	0.9%	i	0	-0.67	-0.19	-0.3	0.44	-5.7	845	i	41	2.1	1.3	8.3
CC(C)c1c(O)nc(SCCOc2ccc(Cl)cc2)[nH]c1=O	-0.25	1115	-1%	0	651	·	·	·	-0.42	-0.24	0.2	0.51	0.9	1309	i	40	·	·	·
COc1ccc([N+](=O)[O-])cc1NC(=O)c1ccc(CN(c2ccc(C)c(C)c2)S(C)(=O)=O)cc1	-0.14	1487	-2%	-6	654	-2.7%	i	9	-0.4	-0.31	-0.43	0.71	-1.8	1122	i	61	1.3	3.1	7.2
COc1cc2c(cc1OC)C(c1cc3ccccc3oc1=O)=NC(C)(C)C2	-0.36	779	-5%	-2	805	-2.2%	i	7	0.33	-0.22	0.5	-0.13	-0.4	1021	i	46	3.7	1.9	0.3
COc1ccc(-c2cc(C(F)(F)F)n3nc(C(=O)Nc4c(C)n(C)n(-c5ccccc5)c4=O)cc3n2)cc1	0.35	1063	4%	-10	619	6.9%	i	15	-0.26	-0.26	-0.22	0.59	1.9	1531	·	·	1.6	1.1	0.0
COc1ccc(OC)c(C2CC(c3ccccc3)=NN2C(=S)Nc2ccccc2)c1 (stereo unspecified)	-0.57	609	4%	-40	593	·	·	·	1.7	-0.24	0.83	-1	0.6	1356	i	49	·	·	·
CC(=O)Nc1c(I)c(NC(C)=O)c(I)c(C(=O)O)c1I	·	·	-6%&-3%&-5%	-3	710	-1.4%	i	4&12	-0.68&0.16	-0.28&-0.15	0.18&0.54	0.59&0.39	·	·	i	10&44&26	3.7&3.4	2.7&1.9	1.0&6.6
Cc1ccc[n+](CC(=O)c2ccc(NC(=O)c3ccccc3)cc2)c1	-0.08	1135	5%	1	696	0.8%	i	-7	2.6	0.25	1.6	-1.6	-2.9	1135	i	58	2.5	3.0	11

The final 3 records of the part before open the next one.
SMILES	Insulin prom up	Insulin prom up cell count	Salmonella PhoP GFP	Hep lipid drop	Hep lipid drop cells 6.5 µM	CSM14.1 death rescue	Autophagy HCS	Autophagy HCS cell loss 18 h	Dynein cargo inh	Dynein cargo inh cytoplasmic EGFP	Dynein cargo inh nuclear GR-EGFP	Dynein cargo inh cell count	bCat nuc transl	bCat nuc transl cell count 5 µM	T cell HTS	T cell HTS vesicle-bound %	MT stabilize HCS	MT stabilize HCS Hoechst-high %	MT stabilize HCS cytotoxicity %
COc1ccc(OC)c(C2CC(c3ccccc3)=NN2C(=S)Nc2ccccc2)c1 (stereo unspecified)	-0.57	609	4%	-40	593	·	·	·	1.7	-0.24	0.83	-1	0.6	1356	i	49	·	·	·
CC(=O)Nc1c(I)c(NC(C)=O)c(I)c(C(=O)O)c1I	·	·	-6%&-3%&-5%	-3	710	-1.4%	i	4&12	-0.68&0.16	-0.28&-0.15	0.18&0.54	0.59&0.39	·	·	i	10&44&26	3.7&3.4	2.7&1.9	1.0&6.6
Cc1ccc[n+](CC(=O)c2ccc(NC(=O)c3ccccc3)cc2)c1	-0.08	1135	5%	1	696	0.8%	i	-7	2.6	0.25	1.6	-1.6	-2.9	1135	i	58	2.5	3.0	11
Cc1ccc(NC(=O)N(Cc2cccnc2)Cc2ccco2)cc1C	0.02	1488	-3%	·	·	-0.9%	i	-4	-0.36	-0.2	-0.95	0.49	0.1	1462	i	22	2.6	2.3	9.6
CC1CN(c2ccc([N+](=O)[O-])cc2C#N)CC(C)O1 (stereo unspecified)	-0.43	1348	-2%	9	678	-2.0%	i	5	-0.75	-0.32	-0.54	0.58	3.4	954	i	62	4.6	3.9	5.0
COCCCNC(=O)CNC(=S)N(Cc1ccccc1F)C1CCCCC1	0.92	924	-9%	11	721	0.3%	i	3	0.4	0.0031	0.63	-0.66	·	·	i	33	1.2	1.6	9.8
CNC(=S)N(Cc1cccs1)Cc1cc2cc(OC)ccc2[nH]c1=O	-0.03	1478	5%	-3	687	-1.8%	i	9	0.79	-0.21	1	-0.94	0.6	1085	i	48	4.7	2.7	5.6
CC(C)CCOc1ncnc2c1sc1nc3c(cc12)CSC(C)(C)C3	·	·	4%	-19	692	0.2%	i	10	-0.58	-0.22	0.024	-0.24	-1.8	1035	·	·	2.1	2.2	5.8
O=C(N/N=C/c1ccc(-c2ccccc2Cl)o1)c1ccccc1	-0.2	1231	-9%	23	724	-0.7%	i	15	-0.59	-0.065	-0.32	0.2	·	·	i	52	32*	21*	50*
O=C(CSc1nc(Cc2ccccc2)nc2ccccc12)Nc1nc2c(s1)CCCC2	-3.5	589	5%	-3	554	-2.3%	i	1	·	·	·	·	-2.7	1112	i	10	1.3	1.0	4.4
CCN(CC)S(=O)(=O)c1cc(NS(=O)(=O)c2cccc(Cl)c2Cl)ccc1C	-0.04	1330	-4%	-3	682	-0.6%	i	2	-0.77	-0.22	-0.69	0.68	3.7	891	i	33	4.6	2.9	10
Cc1cc(C)nc(SCc2ccc(C(=O)NN=C3C4CC5CC(C4)CC3C5)cc2)n1	-0.17	1320	-7%	-3	627	5.5%	i	-6	-0.4	-0.21	0.14	0.64	1.3	949	i	12	1.4	2.3	12

2 entries from above, with two lines to a compound.
Results follow in this order: Insulin prom up, Insulin prom up cell count, Salmonella PhoP GFP, Hep lipid drop, Hep lipid drop cells 6.5 µM, CSM14.1 death rescue, Autophagy HCS, Autophagy HCS cell loss 18 h, Dynein cargo inh, Dynein cargo inh cytoplasmic EGFP, Dynein cargo inh nuclear GR-EGFP, Dynein cargo inh cell count, bCat nuc transl, bCat nuc transl cell count 5 µM, T cell HTS, T cell HTS vesicle-bound %, MT stabilize HCS, MT stabilize HCS Hoechst-high %, MT stabilize HCS cytotoxicity %
- CC1CN(c2ccc([N+](=O)[O-])cc2C#N)CC(C)O1 (stereo unspecified)
→ -0.43, 1348, -2%, 9, 678, -2.0%, i, 5, -0.75, -0.32, -0.54, 0.58, 3.4, 954, i, 62, 4.6, 3.9, 5.0
- COCCCNC(=O)CNC(=S)N(Cc1ccccc1F)C1CCCCC1
→ 0.92, 924, -9%, 11, 721, 0.3%, i, 3, 0.4, 0.0031, 0.63, -0.66, ·, ·, i, 33, 1.2, 1.6, 9.8
